Bioassay records: PubChem, SRMLSC
Ecoli WT growth – growth inhibitors of wild type E. coli, primary screen, strain BW25113 wild type, absorbance readout; inhibition, % at 10 µM; 20,000 tested, 0.05% active; E. coli BW25113 growth inhibition, OD600; AID 552, 2006; in the data active = inhibition above about 40%;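 note: bacteria exposed to compound for 20 hours at 37 °C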
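Assay system: Bacterial strain in a whole-cell growth screen | Amount: Inoculum from a 1:1000 dilution of a 1.5 h subculture | Detection: Absorbance at 615 nm as a measure of bacterial growth | Timing: 20 h exposure, 37 °C | Buffer or medium: LB plus kanamycin 50 µg/mL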
Active calls of the source: *.

What do the screens show for `CCCCC(c1nnnn1C1CCCC1)N1CCN(C2CCCCC2)CC1` (configuration not stated)?
Ecoli WT growth: -2

Results for CC1NC2(C(=O)N(Cc3ccccc3)c3ccccc32)C2C(=O)N(c3ccccc3)C(=O)C12 (configuration not stated) ?
Ecoli WT growth: 8

What do the screens show for `CCn1cc(SCC(=O)Nc2cc(C)on2)c2ccccc21`?
Ecoli WT growth: 4

Results for Cc1occc1C(=O)Nc1nnc(C(F)(F)F)s1 ?
Ecoli WT growth: -23

What do the screens show for `c1ccc(-c2noc(CN3CCN(C(c4ccccc4)c4ccccc4)CC3)n2)cc1`?
Ecoli WT growth: 2

How did CCC(C)Cn1c(C)nc2ccccc21 (configuration not stated) do in these assays?
Ecoli WT growth: -9

Results for CCOC(=O)N1CCC(NC(=O)CS(=O)(=O)Cc2nc(-c3ccccc3C)oc2C)CC1 ?
Ecoli WT growth: 3

What do the screens show for `Cc1cc(C)cc(NC(=O)C2CCCN(S(=O)(=O)c3cnc[nH]3)C2)c1` (configuration not stated)?
Ecoli WT growth: 4

What do the screens show for `Cc1cc(C)cc(N(CC(=O)N2CCC(C)CC2)S(C)(=O)=O)c1`?
Ecoli WT growth: 3

How did COc1ccc(-n2c3c(cc(C(=O)N4CCCCC4)c2=O)C(=O)CC(C)(C)C3)cc1 do in these assays?
Ecoli WT growth: 3

Results for Cc1noc(/C=C/N(C)C)c1S(=O)(=O)N1CCCC(C(=O)NC2CCCCC2)C1 (configuration not stated) ?
Ecoli WT growth: 1

What do the screens show for `Cc1cc(S(=O)(=O)N(Cc2ccccc2)Cc2ccc(N(C)C)cc2)ccc1-n1cnnn1`?
Ecoli WT growth: 1

How did O=C(c1ccc(COc2ccc(Cl)cc2)o1)N1CCN(Cc2ccc3c(c2)OCO3)CC1 do in these assays?
Ecoli WT growth: 4

Results for Cc1cccc(N2C(=O)N(c3ccccc3C)C3CS(=O)(=O)CC32)c1 (configuration not stated) ?
Ecoli WT growth: -20

How did O=S(=O)(Nc1cccnc1)c1ccc2c(c1)OCCO2 do in these assays?
Ecoli WT growth: -6

What do the screens show for `Cc1ccc(S(=O)(=O)n2nc(-c3cccnc3)nc2N)cc1`?
Ecoli WT growth: -18

What do the screens show for `COC(=O)c1ccccc1NC(=O)C1CCN(S(=O)(=O)c2cc(OC)ccc2OC)CC1`?
Ecoli WT growth: -11

What do the screens show for `CCOc1ccc(-c2nnc(N)s2)cc1`?
Ecoli WT growth: -2

What do the screens show for `CCOC(=O)c1c(CN2CCC(C)CC2)oc2ccc(OC)cc12`?
Ecoli WT growth: -18

How did Cc1ccc(C)c(C(=O)NCCN(C)C)c1 do in these assays?
Ecoli WT growth: 4

Structural class, the entries above containing a halogen.
Results for Cc1occc1C(=O)Nc1nnc(C(F)(F)F)s1 ?
Ecoli WT growth: -23

How did O=C(c1ccc(COc2ccc(Cl)cc2)o1)N1CCN(Cc2ccc3c(c2)OCO3)CC1 do in these assays?
Ecoli WT growth: 4

Reprinted at random: 5 entries already listed.
What do the screens show for `CCOc1ccc(-c2nnc(N)s2)cc1`?
Ecoli WT growth: -2

What do the screens show for `Cc1cc(C)cc(NC(=O)C2CCCN(S(=O)(=O)c3cnc[nH]3)C2)c1` (configuration not stated)?
Ecoli WT growth: 4

What do the screens show for `c1ccc(-c2noc(CN3CCN(C(c4ccccc4)c4ccccc4)CC3)n2)cc1`?
Ecoli WT growth: 2

What do the screens show for `Cc1ccc(S(=O)(=O)n2nc(-c3cccnc3)nc2N)cc1`?
Ecoli WT growth: -18

Results for CCOC(=O)N1CCC(NC(=O)CS(=O)(=O)Cc2nc(-c3ccccc3C)oc2C)CC1 ?
Ecoli WT growth: 3

Continued:
What do the screens show for `c1ccc(-c2ccccc2-c2nc(-c3ccncc3)no2)cc1`?
Ecoli WT growth: -1

Results for COc1ccccc1C(=O)N1CCN(CCc2ccccc2)CC1 ?
Ecoli WT growth: 0

How did COC(=O)C(CC(C)C)NC(=O)CSc1nc(-c2ccccc2)c(C#N)c(=O)[nH]1 (configuration not stated) do in these assays?
Ecoli WT growth: 5

How did Cc1ccc(S(=O)(=O)N2CCCC(c3nnc4n3-c3ccccc3SC4)C2)cc1 (configuration not stated) do in these assays?
Ecoli WT growth: 8

What do the screens show for `COc1cc(OC)c2c(c1)OC(c1ccc(OC)c(OC)c1)C(O)C2=O` (configuration not stated)?
Ecoli WT growth: 4

How did O=C(COc1cccc(Oc2ccccc2)c1)Nc1ncccn1 do in these assays?
Ecoli WT growth: 5

Results for O=C(COc1ccc(S(=O)(=O)N2CCOCC2)cc1)Nc1ccc2c(c1)OCCO2 ?
Ecoli WT growth: -1

What do the screens show for `COc1ccc(C2c3c(-c4ccccc4O)n[nH]c3C(=O)N2CCc2ccc(OC)c(OC)c2)cc1` (configuration not stated)?
Ecoli WT growth: 19

Results for COc1cc(/C=C(/C#N)c2ccc(F)cc2)ccc1OCc1ccc(C(=O)O)o1 ?
Ecoli WT growth: -23

What do the screens show for `CCOC(=O)Cn1cc(C(=O)c2cccs2)c2ccccc21`?
Ecoli WT growth: 5

Results for CCCOc1ccc(C(=O)N2CCCC2C(=O)O)cc1 (configuration not stated) ?
Ecoli WT growth: -22

How did Cc1cc(C)c2oc(-c3ccc(Cl)c(NC(=O)c4ccc(C#N)cc4F)c3)nc2c1 do in these assays?
Ecoli WT growth: -9

What do the screens show for `O=C(CSc1nc(-c2ccco2)cc(C(F)(F)F)n1)NCCc1ccccc1`?
Ecoli WT growth: -13

Results for COc1ccccc1S(=O)(=O)Cc1ccc(C(=O)N2CCN(c3ccccn3)CC2)o1 ?
Ecoli WT growth: -2

How did NC(=O)c1c(-c2ccccc2)oc2ccc(O)cc12 do in these assays?
Ecoli WT growth: 7

What do the screens show for `O=C(c1ccc(-c2ccccc2)cc1)N1CCN(c2ncccn2)CC1`?
Ecoli WT growth: -4

What do the screens show for `COC(=O)c1cc(OC)c(OC)cc1NC(=O)CCCCCN1C(=O)CCC1=O`?
Ecoli WT growth: -16

How did CC(C)CC(c1nnnn1C(C)(C)C)N1CCN(C2CCCC2)CC1 (configuration not stated) do in these assays?
Ecoli WT growth: -5

Results for CCCc1ccc(C(C)NC(=O)c2cnccn2)cc1 (configuration not stated) ?
Ecoli WT growth: -3

Results for CC(NC(=O)CC(O)(C(F)(F)F)C(F)(F)F)c1ccccc1 (configuration not stated) ?
Ecoli WT growth: -27

Next section, starting with the last 3 of the part before.
How did CC(C)CC(c1nnnn1C(C)(C)C)N1CCN(C2CCCC2)CC1 (configuration not stated) do in these assays?
Ecoli WT growth: -5

Results for CCCc1ccc(C(C)NC(=O)c2cnccn2)cc1 (configuration not stated) ?
Ecoli WT growth: -3

Results for CC(NC(=O)CC(O)(C(F)(F)F)C(F)(F)F)c1ccccc1 (configuration not stated) ?
Ecoli WT growth: -27

What do the screens show for `COc1cccc(NC(=O)c2ccccc2-c2nc(-c3ccc(F)cc3)no2)c1`?
Ecoli WT growth: 3

What do the screens show for `c1csc(-c2nc3nc4ccccc4nc3n2Cc2ccc3c(c2)OCO3)c1`?
Ecoli WT growth: -9

Results for CN1CCN(CC(=O)Nc2sc3c(c2C#N)CCC(C(C)(C)C)C3)CC1 (configuration not stated) ?
Ecoli WT growth: -11

Results for COc1ccc(-c2noc(-c3ccccc3C(=O)Nc3cccnc3)n2)cc1 ?
Ecoli WT growth: -4

Results for COc1cc2[nH]c(=S)n(NC(=O)CC(C)C)c(=O)c2cc1OC ?
Ecoli WT growth: -18

How did N#CCC(=O)N1CCn2c1nc1ccccc12 do in these assays?
Ecoli WT growth: 1

Results for Cc1cc2nc(SC(C)C(=O)O)[nH]c2cc1C (configuration not stated) ?
Ecoli WT growth: -22

Results for CC(=O)Nc1ccc2nc(-c3cccnc3)[nH]c2c1 ?
Ecoli WT growth: 12

How did COc1ccccc1NC(=O)c1cc(S(=O)(=O)N2CCOCC2)ccc1Cl do in these assays?
Ecoli WT growth: 3

What do the screens show for `CN(C)c1nc(N)nc(CSc2n[nH]c(-c3ccccc3)n2)n1`?
Ecoli WT growth: -15

Results for Cc1ccc(SCc2[nH]nc3c2C(c2ccc(C)o2)C(C#N)=C(N)O3)cc1 (configuration not stated) ?
Ecoli WT growth: 6

How did CCC(=O)Nc1ccc2c(c1)C(=O)N(C1CCCCC1)C2=O do in these assays?
Ecoli WT growth: -22

How did COc1ccc(C(=O)c2ccc(OC)cc2O)c(O)c1 do in these assays?
Ecoli WT growth: -19

Results for Cc1ccc(-c2ccc(CCC(=O)O)n2NC(=O)c2ccco2)cc1 ?
Ecoli WT growth: -21

What do the screens show for `Cc1cc(C(=O)Cn2cncn2)c(C)n1CCc1ccc(F)cc1`?
Ecoli WT growth: 6

How did COCC(=O)Nc1cc(OC)c(Cl)cc1OC do in these assays?
Ecoli WT growth: -11

How did CCN(CC)S(=O)(=O)c1ccc(NC(=O)c2cccc3c2C(=O)N(CCOC)C3)cc1 do in these assays?
Ecoli WT growth: 3

Results for CCc1nnc(NC(=O)CSc2nnc(-c3ccccc3O)n2-c2ccc(C)cc2C)s1 ?
Ecoli WT growth: -12

Results for CCNC(=O)CN(CCc1ccccc1)S(C)(=O)=O ?
Ecoli WT growth: -2

What do the screens show for `O=C(COc1ncnc2ccccc12)NCc1ccc2c(c1)OCO2`?
Ecoli WT growth: -3

What do the screens show for `COC(=O)c1cc(OC)c(OC)cc1NC(=O)CSc1nnc(-c2cccnc2)n1C`?
Ecoli WT growth: -18

How did Cc1oc(-c2ccc(F)cc2)cc1-c1nn2c(-c3ccco3)nnc2s1 do in these assays?
Ecoli WT growth: -1

How did O=c1c(-c2ccco2)[n+]([O-])c2ccccc2n1OCc1ccccn1 do in these assays?
Ecoli WT growth: -17

Results for CCOC(=O)c1ccc(NS(=O)(=O)c2cc(C)ccc2OC)cc1 ?
Ecoli WT growth: 1

What do the screens show for `Cc1ccc(NC(=O)COc2nc(C)cs2)cc1`?
Ecoli WT growth: -5

What do the screens show for `NC(Cc1ccc(Oc2ccc(O)cc2)cc1)C(=O)O` (configuration not stated)?
Ecoli WT growth: 6

How did CCNc1nc(N)nc(Oc2ccc(OCCOc3ccccc3)nn2)n1 do in these assays?
Ecoli WT growth: -19

How did Cc1ccccc1NC(=O)Cc1nnc(SCC(=O)N2CCN(c3ccccc3)CC2)n1C do in these assays?
Ecoli WT growth: -10

How did Cc1n[nH]c(=O)nc1N1CCN(c2ccccc2)CC1 do in these assays?
Ecoli WT growth: 3

Results for COCCCC/C(=N\OCCN)c1ccc(C(F)(F)F)cc1 ?
Ecoli WT growth: 7

How did O=C(CN(C(=O)CCC(=O)Nc1nccs1)c1ccccc1F)NCC1CCCO1 (configuration not stated) do in these assays?
Ecoli WT growth: 3

What do the screens show for `Cc1cc(C)n(-c2nc3c(c(=O)n(Cc4ccc(Cl)c(Cl)c4)c(=O)n3C)n2C)n1`?
Ecoli WT growth: -3

How did COc1ccc(N2CCN(C(=O)CSc3ccccc3N)CC2)cc1 do in these assays?
Ecoli WT growth: -4

What do the screens show for `COC(=O)c1ccc2c(=O)n(CCN3CCOCC3)c(=S)[nH]c2c1`?
Ecoli WT growth: -11

How did COc1ccc(-n2c(=O)c3c4c(sc3n3c(C)nnc23)COC(C(C)C)C4)cc1 (configuration not stated) do in these assays?
Ecoli WT growth: 2

How did CCSc1nnc(NC(=O)CCNS(=O)(=O)c2cc(Br)cnc2N)s1 do in these assays?
Ecoli WT growth: 16

Results for CCOC(=O)c1c(C#N)c(SCC(=O)Nc2ccc(OC)cc2)nc2c1CN(CC)CC2 ?
Ecoli WT growth: -23

Results for CCOc1cccc(-c2nnc3sc(COc4ccc(OC)cc4)nn23)c1 ?
Ecoli WT growth: 7

How did Cc1cc(C)nc(SC2CCOC2=O)n1 (configuration not stated) do in these assays?
Ecoli WT growth: 7

Results for Cc1ccc2c(c1)-c1c(cnn1CC(=O)NC(C)CCc1ccco1)CO2 (configuration not stated) ?
Ecoli WT growth: -1

How did CN(c1ccccc1C(=O)NCc1ccccn1)S(C)(=O)=O do in these assays?
Ecoli WT growth: -15

Results for CN(C)C(=O)N1CCCC(C(=O)NCc2ccccc2)C1 (configuration not stated) ?
Ecoli WT growth: 3

How did COc1ccccc1N(C)S(=O)(=O)c1ccc(C(=O)NC2=NCCS2)cc1 do in these assays?
Ecoli WT growth: -4

How did Cc1[nH]c2c(Cl)cccc2c(=O)c1CN1CCCC1 do in these assays?
Ecoli WT growth: 6

What do the screens show for `Cc1ccc(S(=O)(=O)Cn2nnnc2CN(Cc2ccco2)CC2CCCO2)cc1` (configuration not stated)?
Ecoli WT growth: 10

What do the screens show for `C/C(=C\C(=O)c1ccc(C)o1)Nc1ccc(C(=O)O)cc1C`?
Ecoli WT growth: -14

What do the screens show for `CCCS(=O)(=O)NCCc1cc2cc(C)c(C)cc2[nH]c1=O`?
Ecoli WT growth: -5

Results for CC1CCc2nc(NC(=O)CSc3nc4ccccc4o3)sc2C1 (configuration not stated) ?
Ecoli WT growth: -15

Results for CC(C)NCC(O)COc1ccc(CC(N)=O)cc1 (configuration not stated) ?
Ecoli WT growth: 12

How did CCn1c(SCc2nc3ccccc3c(=O)[nH]2)nnc1-c1cccnc1 do in these assays?
Ecoli WT growth: 0

Results for CCOc1ncccc1C(=O)OCC(=O)Nc1ncc(C(F)(F)F)cc1Cl ?
Ecoli WT growth: -1

How did COc1ccc(NC(=O)NCCN2C(=O)C3C4C=CC(C4)C3C2=O)cc1 (configuration not stated) do in these assays?
Ecoli WT growth: 0

How did CN1CCN(CCCNC(=O)Cn2ncc3c4ccccc4n(C)c3c2=O)CC1 do in these assays?
Ecoli WT growth: 0

Results for COc1ccc(OC)c(S(=O)(=O)Nc2ccccc2C(F)(F)F)c1 ?
Ecoli WT growth: -18

How did CCN1CCCC1CNC(=O)c1cc2c(=O)n(C)c3ccccc3c2n1C (configuration not stated) do in these assays?
Ecoli WT growth: 6

How did C=CCNC(=O)CSc1ccc(Cl)cc1 do in these assays?
Ecoli WT growth: -3

How did COc1ccc(OC)c(NC(=O)CC(NCCC2=CCCCC2)C(=O)O)c1 (configuration not stated) do in these assays?
Ecoli WT growth: 1

Not all compounds are listed; rates above refer to the full screens.
